DNMT1 block: human DNMT1 methyltransferase inhibitors, primary screen, biochemical, molecular beacon, fluorescence, HinP1I cleavage, uHTS; AID 588458, 2011; inhibition (reported as % activation of signal), % at 10 µM; DNA (cytosine-5)-methyltransferase 1 (Homo sapiens), P26358; 360,000 compounds, 0.83% hits; in the data active = inhibition above about 50%
Rpn11 block: Rpn11 (PSMD14) deubiquitinase inhibitors, primary screen, biochemical, fluorescence polarization, uHTS; AID 588493, 2011; calls only at 20 µM; 360,000 compounds, 0.59% hits; 26S proteasome non-ATPase regulatory subunit 14 (Homo sapiens), O00487; human 26S proteasome, Ub4-pepOG fluorescence polarization; 20S core pre-blocked with epoxomicin;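 active = inhibition at 20 µM, scaled to each plate's controls, above about 33%, limit read from the data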
NRP1-CendR mod: modulators of CendR peptide binding to NRP-1, primary screen, biochemical, fluorescence polarization, uHTS | Neuropilin-1 (Homo sapiens), O14786 | FAM-RPARPAR peptide binding to NRP-1 | inhibition, % at 25 µM | 360,000 compounds, 0.85% hits | AID 602438, 2012;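 active = inhibition or corrected inhibition above about 18%, plus a signal ratio from 0.5 to 1.5, limit read from the data, passing the limit was not always enough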; note: strong numbers were not always called active
Target sequence (O14786 whole entry, looked up): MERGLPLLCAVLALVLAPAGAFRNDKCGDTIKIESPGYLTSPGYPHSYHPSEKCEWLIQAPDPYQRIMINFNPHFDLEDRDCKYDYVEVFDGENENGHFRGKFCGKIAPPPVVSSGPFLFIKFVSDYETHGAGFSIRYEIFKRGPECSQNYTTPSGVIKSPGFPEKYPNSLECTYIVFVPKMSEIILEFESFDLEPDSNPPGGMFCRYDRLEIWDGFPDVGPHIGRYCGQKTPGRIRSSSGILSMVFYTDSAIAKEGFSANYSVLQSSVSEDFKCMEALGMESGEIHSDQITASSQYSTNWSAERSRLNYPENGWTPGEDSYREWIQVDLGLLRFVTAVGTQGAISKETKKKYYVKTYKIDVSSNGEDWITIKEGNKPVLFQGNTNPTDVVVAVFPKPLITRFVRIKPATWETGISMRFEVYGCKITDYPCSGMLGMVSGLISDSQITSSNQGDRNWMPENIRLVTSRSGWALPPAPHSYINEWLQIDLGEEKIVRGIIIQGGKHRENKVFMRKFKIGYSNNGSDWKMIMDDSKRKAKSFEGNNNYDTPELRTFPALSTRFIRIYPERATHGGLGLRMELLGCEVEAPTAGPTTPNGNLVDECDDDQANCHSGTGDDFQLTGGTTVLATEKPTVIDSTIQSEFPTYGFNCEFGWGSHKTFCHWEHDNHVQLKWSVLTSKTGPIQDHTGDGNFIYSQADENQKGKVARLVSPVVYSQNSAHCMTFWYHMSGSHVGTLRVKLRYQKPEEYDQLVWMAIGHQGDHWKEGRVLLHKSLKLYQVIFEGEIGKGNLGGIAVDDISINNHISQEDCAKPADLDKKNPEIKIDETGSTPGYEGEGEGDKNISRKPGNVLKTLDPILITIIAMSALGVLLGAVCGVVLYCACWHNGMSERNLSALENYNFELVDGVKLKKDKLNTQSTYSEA
SKN-1 inh: suppressors of acrylamide-induced Pgst-4::GFP reporter in worms, primary screen, SKN-1 inhibitor project, whole organism, uHTS, GFP/RFP fluorescence ratio, strain VP596 | inhibition, % at 21.8 µM | 360,000 compounds, 0.49% hits | C. elegans VP596 Pgst-4::GFP/RFP ratio, 24 h;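 active = interference check ratio from 0.5 to 1.5 plus GFP to RFP signal ratio inhibition reaching or exceeding a fixed threshold, cut at about 30% in these data, passing the limit was not always enough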; note: some compounds called inactive have numbers as strong as hits
LMPTP inh: LMPTP phosphatase inhibitors, primary screen, biochemical, fluorescence intensity, uHTS. Low molecular weight phosphotyrosine protein phosphatase (Homo sapiens), P24666. recombinant LMPTP-A, OMFP fluorogenic substrate. inhibition, % at 20 µM. 360,000 compounds, 0.22% hits;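 active = compounds that cut the enzyme signal by at least half of the control window in the single-dose screen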;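 note: plate controls were DMSO wells with enzyme plus substrate for no effect and substrate without enzyme for full effect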
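Assay system: LMPTP-A, protein tyrosine phosphatase of low molecular weight / Medium: pH 6.0 Bis-Tris buffer with DTT and Triton X-100 / Schedule: 50 min enzyme reaction at room temperature, protected from light / Measured by: endpoint fluorescence intensity from OMFP dephosphorylation / Read-out basis: % inhibition relative to no-enzyme and uninhibited control wells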
STEP inh: STEP phosphatase inhibitors, primary screen, biochemical, fluorescence intensity, uHTS; recombinant STEP, OMFP fluorogenic substrate; inhibition, % at 20 µM; 360,000 compounds, 0.25% hits;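 active = inhibition at 20 µM, scaled per plate between control wells, above about 37%, limit read from the data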;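 note: 0% = DMSO with enzyme and substrate and 100% = substrate only without enzyme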
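System: STEP (striatal-enriched tyrosine phosphatase) enzyme, cell-free; medium: Bis-Tris pH 6.0 buffer with DTT, detergent; dosing: 20 µM, 1% DMSO; times: reaction 20 min, ambient temperature; detection: fluorescence, 480/540 nm; read-out basis: normalized % inhibition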
SUMO1 PPI mod: modulators of SUMO1 protein-protein interactions, primary screen, biochemical, uHTS; Small ubiquitin-related modifier 1 (Homo sapiens), P63165; SUMO1 binding to a labelled peptide, TR-FRET, 1 h; inhibition, % at 20 µM; 360,000 compounds, 0.33% hits; in the data active = inhibition above about 37%
Scp-1 inhibitor: Scp-1 phosphatase inhibitors, primary screen, biochemical, colorimetric, uHTS; Carboxy-terminal domain RNA polymerase II polypeptide A small phosphatase 1 (Homo …; Recombinant Scp1, phosphopeptide, malachite green phosphate absorbance; inhibition, % at 20 µM; 340,000 compounds, 0.88% hits; AID 493091, 2011;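 active = inhibition above about 50% at 20 µM, limit read from the data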;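 note: plate controls were DMSO wells with enzyme for no effect and wells lacking enzyme for full effect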
Target sequence (Q9GZU7 76-261 limits assumed): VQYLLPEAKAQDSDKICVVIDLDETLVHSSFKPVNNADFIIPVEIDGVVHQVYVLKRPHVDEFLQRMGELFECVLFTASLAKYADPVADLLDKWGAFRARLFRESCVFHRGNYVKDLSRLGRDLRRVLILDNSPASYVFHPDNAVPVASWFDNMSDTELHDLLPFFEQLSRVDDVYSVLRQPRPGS
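Incubation: 45 min enzyme reaction at room temperature / System: truncated SCP-1 phosphatase (76-261aa) / Reagent: Phospho 17-mer peptide substrate / Buffer or medium: Acidic Tris acetate buffer with magnesium and detergent / Signal: absorbance at 630 nm / Doses: one concentration, 20 µM, with 1.0% DMSO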
MT1-MMP act inh: blockers of MT1-MMP proenzyme processing, primary screen, HT1080 RFP-PRO-GFP cells, GFP/RFP fluorescence; Matrix metalloproteinase-14 (Homo sapiens), P50281; GFP/RFP ratio fluorescence, overnight; percent of plate control window, DMSO zero; GFP/RFP ratio change, % at 20 µM; 360,000 compounds, 0.061% hits; AID 651647, 2012;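 active = GFP/RFP ratio change of at least 30% with cell ATP level not reduced by more than half and red fluorescence within 50% of control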; note: strong numbers were not always called active
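Assay system: HT1080 cells carrying an RFP-PRO-GFP reporter | Dosing: Single dose of 20 µM compound, 1% DMSO final | Incubation: Cells overnight before dosing, compound overnight, 37 °C, 5% CO2 | Evaluation: GFP/RFP fluorescence ratio | Control set: DMSO and RFP-L50D-GFP cell wells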
NadD block: inhibitors of S. aureus NadD, primary screen, biochemical, colorimetric, uHTS | purified NadD enzyme, colorimetric absorbance read-out | Nicotinate-nucleotide adenylyltransferase NadD (Staphylococcus aureus N315) | AID 602399, 2012 | inhibition, % at 20 µM | 360,000 compounds, 0.78% hits; in the data active = inhibition above about 26%; note: some compounds past the cut are filed as inactive
* = called active by the depositor; i = inactive; nt = no result given; + = active, no number.

SMILES	DNMT1 block	Rpn11 block	NRP1-CendR mod	SKN-1 inh	LMPTP inh	STEP inh	SUMO1 PPI mod	Scp-1 inhibitor	MT1-MMP act inh	NadD block
COc1ccc(N(CC(=O)NCc2ccco2)S(=O)(=O)c2ccccc2)cc1	-0.1	i	9.2	-8.4	1.2	-4.7	3.8	-8.6	1.3	-3.1
Cc1cc2[nH]c(=O)c(=O)[nH]c2cc1S(=O)(=O)Nc1cccc(Cl)c1	1.7	i	-6.6	-1.7	-0.8	-1.9	3.8	8.6	-0.8	-9.0
COc1ccc(-n2nc(C(=O)NCC(=O)NCc3cccc(F)c3)c3ccccc3c2=O)cc1Cl	1.8	i	6.9	4.2	1.9	-1.0	-8.7	-12.4	6.9	10.3
CN1CCN(S(=O)(=O)c2cccc(C(=O)N(Cc3nnc(-c4ccc(Cl)cc4)o3)C3CC3)c2)CC1	-0.7	i	10.5	10.3	-0.7	-1.2	0.7	3.4	0.0	-2.8
CCCn1c(SCC(=O)Nc2cccc(C)n2)nc2c1c(=O)n(C)c(=O)n2C	1.3	i	-4.1	0.3	0.8	-5.3	-1.1	-3.2	-3.7	-0.8
CCOc1ccc(NC(=O)CN(C2CCCCC2)S(C)(=O)=O)cc1	-2.8	i	-3.5	11.7	-0.9	0.8	-0.5	-6.0	-0.3	0.5
N#Cc1ccccc1OCc1cn(CC(=O)c2ccc(O)cc2)nn1	48.3	i	-0.3	4.2	-1.2	-0.9	0.3	6.8	0.4	10.7
Cc1cc(NC(=O)c2ccccc2)nc2c1c(=O)oc1ccccc12	1.1	i	1.4	3.5	2.4	2.0	52.1*	-14.6	2.5	-5.1
CCc1nnc(NS(=O)(=O)c2ccc(NC(=O)c3ccccc3)cc2)s1	3.4	i	-2.1	-8.5	-1.2	-1.6	8.0	-4.3	-0.5	0.9
C#CCOCCOCCOCCNc1nc(N2CCOCC2)nc(N2CCN(C(=O)[C@H](Cc3ccc(O)cc3)n3cc(CCO)nn3)CC2)n1	1.9	i	12.9	5.5	-1.2	-0.8	3.7	-5.8	0.6	-4.4
COc1ccc(C(=O)N2CCN(c3c(C)cccc3C)CC2)cc1OC	-2.5	i	-5.3	-5.7	-0.7	-0.2	4.8	-4.2	-0.9	-4.4
COc1cc(C#N)ccc1OC(=O)C1CCN(C(=O)c2ccc(F)cc2)CC1	6.8	i	1.6	9.9	-0.4	-2.9	-1.6	-6.9	3.1	1.7
Cc1ccc(O)c(-c2[nH]ncc2C(=O)c2ccc(Br)cc2)c1	-4.1	i	14.3	5.0	-1.9	-2.1	3.3	-13.1	5.7	-3.8
Cc1cc(C)c2c(=O)[nH]c(=O)n(Cc3ccccc3)c2n1	1.7	+	-43.2	-1.4	-0.4	-3.6	15.1	-4.4	2.4	-2.3
Cc1ccc(C(C(=O)NCc2ccc(F)cc2)N(C(=O)c2csnn2)C2CC2)o1 (stereo not given)	0.3	i	2.8	-8.9	0.3	-1.3	-1.3	-8.0	1.4	-0.8
O=C(O)CSCC(=O)NCc1ccc(Cl)cc1	2.8	i	-1.1	-5.6	-1.2	0.5	-0.7	-8.0	nt	0.7
Cc1nonc1C1CCCN1C(=O)c1cc(COc2ccc(F)cc2F)on1 (stereo not given)	-0.7	i	0.6	25.4	-1.1	-0.3	4.1	2.2	-1.0	-5.9
CCOc1ccc(C(O)Cc2nc3ccccc3n2C)cc1 (stereo not given)	-0.9	i	-13.5	10.7	-0.2	0.7	-5.7	-5.5	-8.5	-2.0
CC(C)(C)[C@@H]1C=C(C(=O)O)[C@H](c2ccc(Cl)cc2)N1S(=O)(=O)c1ccccc1	-0.4	i	-5.0	-15.1	-1.4	0.9	2.6	-0.1	0.5	-3.9
CCc1nnc2c3cnn(-c4ccccc4)c3ncn12	2.5	i	-14.3	14.3	-0.8	-2.7	-0.3	-2.2	3.9	8.8
O=C(CSc1nnc(CNC(=O)C23CC4CC(CC(C4)C2)C3)n1-c1ccc(F)cc1)Nc1ccc(F)cc1	-5.9	i	-4.0	6.8	0.8	-4.4	0.0	-2.7	-1.6	4.7
Cc1ccc2sc(-c3ccc(NC(=O)/C=C\C(=O)O)cc3)nc2c1	-2.4	i	-23.2	5.8	1.5	1.0	12.9	8.7	-0.6	2.3
COc1cc(=O)n(C)c2c(OCC3OC(C)(C)OC3(C)C)cccc12 (stereo not given)	2.7	i	-26.1	2.2	-0.4	-3.1	2.7	17.6	11.7	-2.9
O=C(NCc1ccc(Cl)cc1)C1CCN(S(=O)(=O)c2cccnc2)CC1	0.9	i	-0.8	11.1	-0.4	-1.2	3.3	-8.0	-0.6	4.2
CCCCOC(=O)Nc1sc2nc(C)cc(C)c2c1-n1cccc1	-0.9	i	21.7	-12.8	2.2	2.4	1.9	-3.1	-3.7	-1.2

Entries of single compounds, looked up by structure. Screens in order: DNMT1 block	Rpn11 block	NRP1-CendR mod	SKN-1 inh	LMPTP inh	STEP inh	SUMO1 PPI mod	Scp-1 inhibitor	MT1-MMP act inh	NadD block
O=C(O)CSCC(=O)NCc1ccc(Cl)cc1 as listed: 2.8	i	-1.1	-5.6	-1.2	0.5	-0.7	-8.0	nt	0.7
Cc1cc(NC(=O)c2ccccc2)nc2c1c(=O)oc1ccccc12 as listed: 1.1	i	1.4	3.5	2.4	2.0	52.1*	-14.6	2.5	-5.1

Carrying on.
SMILES	DNMT1 block	Rpn11 block	NRP1-CendR mod	SKN-1 inh	LMPTP inh	STEP inh	SUMO1 PPI mod	Scp-1 inhibitor	MT1-MMP act inh	NadD block
CCOC(=O)N1CCN(C(=O)c2cn(C)c(=O)c3c2c2ccccc2n3C)CC1	-2.1	i	-2.8	20.2	0.0	0.6	-1.2	-2.8	-2.2	-0.1
CC(=O)Nc1ccc(CNc2nc(NCc3cccs3)nc3ccsc23)cc1	-8.1	i	8.8	-4.7	60.6*	1.4	0.0	nt	-4.0	8.4
CC(C)(C)OC[C@H](NC(=O)c1[nH]cnc1C(=O)Nc1ccccc1F)C(=O)OC(C)(C)C	-10.1	i	-13.6	5.0	1.4	-2.5	7.7	nt	-12.1	1.7
COc1cccc(NC(=O)N2CCc3nc(Nc4ccc(C(C)C)cc4)ncc3C2)c1	-21.1	i	-2.3	8.0	3.5	-1.9	2.8	nt	5.8	5.9
CC(C)CNC(=O)C(=O)NNC(=O)c1ccco1	-2.4	i	3.3	7.1	-3.1	0.1	6.8	-1.3	0.2	-2.2
CCN(CC(=O)Nc1c(F)cccc1F)C(=O)/C=C/c1ccc(C)cc1	0.3	i	6.3	-5.9	-1.9	-1.5	-8.9	10.4	-0.2	0.8
O=C(COc1ccc(Cl)cc1Cl)NN=C1c2ccccc2-c2ccccc21	87.3*	i	-6.2	2.1	8.0	3.6	13.2	-9.4	-2.5	5.7
Cc1ccc(-c2nnc(Nc3ccc(C(=O)N(C)C)cc3)c3ccccc23)cc1S(=O)(=O)NC(C)(C)CO	-3.0	i	-13.8	-3.9	0.3	2.4	-23.3	-5.8	1.5	4.4
CN1CC(=O)N(CC(=O)Nc2ccc(Cl)c(C(F)(F)F)c2)C1=O	-5.2	i	4.2	4.2	0.2	-1.6	-0.1	7.5	0.3	5.3
O=C(Nc1ccc(-c2nc3cc(Cl)ccc3c(=O)o2)cc1)c1ccco1	2.3	+	4.4	4.8	-0.5	3.5	34.9	24.2	-1.4	29.0
O=C(Cc1ccccc1)Nc1scc(-c2ccccc2)c1C(=O)N1CCOCC1	1.9	i	0.8	-29.0	-0.8	4.6	-1.5	-8.7	-8.5	-7.4
Cc1cccc(N2CCN(C(=O)C3CC(=O)N(c4ccc5c(c4)OCCO5)C3)CC2C)c1 (stereo not given)	7.4	i	2.0	12.0	0.9	3.0	0.8	8.5	3.8	-0.8
Cc1ccccc1OCCC(=O)OCC(=O)NCCc1ccccc1	-0.9	i	1.6	11.3	0.0	0.1	2.4	-2.0	0.4	-2.2
Cc1cccc(Nc2nc(-c3cccs3)cs2)n1	-10.3	i	21.9	36.3*	3.5	-0.4	-9.8	5.8	-12.8	0.0
CCCOc1ccc(N2CC(C(=O)Nc3ccccc3F)CC2=O)cc1 (stereo not given)	-0.9	i	2.0	-15.9	-1.6	3.5	-4.4	6.8	-0.8	-5.7
O=C(CN1C(=O)C2CCCCC2C1=O)Nc1nc(-c2ccccn2)cs1 (stereo not given)	-4.5	i	-4.2	6.6	-0.9	8.5	4.2	-10.8	4.2	-5.0
COc1cc2c(cc1OC)CN(c1nc(CN3CCCC3)nc3sc(C)c(C)c13)CC2	-8.8	i	-7.7	4.4	2.8	6.3	2.1	0.6	-4.8	5.8
COc1ccc(-n2nnnc2SCC(=O)c2ccc(O)c(O)c2)cc1	9.8	i	-58.0	8.4	3.8	3.4	-7.5	-3.6	-4.0	0.5
COc1ccccc1N1CCN(C(=O)c2cc(S(=O)(=O)N3CCCCC3)ccc2C)CC1	3.6	i	10.7	9.9	-1.2	3.5	-2.1	-9.5	5.5	2.8
COc1ccc2c(=O)c(-c3ccccc3)c(C)oc2c1	0.6	i	4.6	-13.3	-0.2	1.0	1.8	-1.8	1.0	-4.0
Cc1nn(CC(=O)Nc2ccc(C(=O)N(C)C)cc2)c(=O)c2ccccc12	-2.0	i	-5.2	14.2	0.4	-0.2	1.5	-15.4	0.4	-5.6
Cc1ccc(C)c(S(=O)(=O)N2CCCOC2CNC(=O)C(=O)NCc2ccco2)c1 (stereo not given)	-1.9	i	-1.8	8.1	-0.9	1.6	0.1	-4.1	-3.6	-3.1
CN1Cc2c(N3CCOCC3)nc3sc(C#N)c(N)c3c2CC1(C)C	-4.5	i	-8.6	-5.1	1.8	-0.1	-21.2	-6.2	-3.2	-5.5
C=CCn1cc(C(=O)N2CCN(c3ccccc3)CC2)c(=O)c2cc(S(=O)(=O)N3CCCC3)ccc21	-0.2	i	3.0	5.9	-0.5	2.6	10.7	1.8	-1.8	6.1

Assay outcomes deposited in PubChem BioAssay by Sanford-Burnham Center for Chemical Genomics.
